# C2C12 statin: suppressors of statin myotoxicity in C2C12 myotubes, primary screen, cell-based, single point, plate reader; C2C12 myotubes + simvastatin, ATP luminescence, 48 h; scaled: DMSO 0, geranylgeraniol control 100; rescue of ATP level, % at 7.49 µM; hit rate 0.78% among 330,000; AID 602340, 2012;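 active = mean ATP rescue above about 67%, or every replicate alone reaching that limit, limit read from the data, passing the limit was not always enough; inconclusive = no clear call, values can overlap the other calls; inactive = mean under the limit and some replicate under it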;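 note: myotubes were challenged with 10 µM simvastatin during compound exposure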
# PglD inh: C. jejuni PglD acetyltransferase inhibitors, primary screen, biochemical, DTNB colorimetric, single point; UDP-N-acetylbacillosamine N-acetyltransferase PglD (Campylobacter jejuni); purified PglD enzyme, DTNB colorimetric CoA detection; inhibition, % at 12.5 µM; hit rate 0.098% among 360,000; in the data active = inhibition above about 16%, passing the limit was not always enough; inconclusive = no clear call, values can overlap the other calls; note: strong numbers were not always called active
# ERp5 inh: inhibitors of ERp5-driven insulin aggregation, primary screen, biochemical, turbidity, absorbance 650 nm, single point. hit rate 0.05% among 350,000. Protein disulfide-isomerase A6 (Homo sapiens), Q15084. 90 min. AID 651711, 2012. inhibition, % at 9.99 µM;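 active = mean replicate inhibition above about 25%, with every replicate also reaching it, limit read from the data, passing the limit was not always enough; inconclusive = only one of those two criteria met; inactive = neither criterion met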
# Target sequence (Q15084 whole entry, looked up): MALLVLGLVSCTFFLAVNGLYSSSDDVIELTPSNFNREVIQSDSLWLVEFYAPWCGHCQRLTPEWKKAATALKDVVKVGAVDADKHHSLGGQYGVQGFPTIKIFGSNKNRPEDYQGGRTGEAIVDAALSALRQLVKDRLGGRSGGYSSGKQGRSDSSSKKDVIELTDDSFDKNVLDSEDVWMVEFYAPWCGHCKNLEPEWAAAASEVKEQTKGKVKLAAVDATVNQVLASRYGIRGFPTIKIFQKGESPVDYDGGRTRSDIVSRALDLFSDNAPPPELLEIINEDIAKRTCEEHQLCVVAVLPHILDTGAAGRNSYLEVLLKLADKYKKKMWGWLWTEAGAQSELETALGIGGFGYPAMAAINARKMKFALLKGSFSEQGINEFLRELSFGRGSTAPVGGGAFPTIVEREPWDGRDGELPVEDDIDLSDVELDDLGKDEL
# DENV2 CPE rescue: inhibitors of DENV2 cytopathic effect, primary screen, cell-based, plate reader, single concentration; DENV2-infected cells, cytopathic effect rescue; CPE inhibition, % at 9.99 µM; hit rate 1.7% among 350,000; AID 651640, 2012; in the data active = CPE inhibition above about 20%, passing the limit was not always enough; inconclusive = no clear call, values can overlap the other calls; tested in BHK-21 cells;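 note: 0% = median of neutral control wells and 100% = median of positive control wells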
# S100A4 MyoIIA: inhibitors of S100A4-myosin IIA peptide binding, primary screen, biochemical, fluorescence polarization, TAMRA-MyoIIA peptide. Protein S100-A4 (Homo sapiens), P26447. inhibition, % at 10.7 µM. hit rate 0.14% among 360,000. AID 652163, 2013;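 active = mean inhibition of at least 70% across replicates, with every replicate also reaching that level; inconclusive = mean inhibition reaches 70% but some replicates fall short; inactive = mean inhibition below 70%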
# Target sequence (P26447 whole entry, looked up): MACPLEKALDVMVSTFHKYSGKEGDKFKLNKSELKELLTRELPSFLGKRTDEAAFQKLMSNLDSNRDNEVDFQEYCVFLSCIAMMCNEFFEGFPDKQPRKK
#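 Test system: S100A4 monomer protein. Medium: HEPES buffer with Ca2+, pH 7.2. Reagent: fluorescent myosin IIA peptide, 5 nM. Compound dosing: single-point compound testing. Timing: 5 min between mix addition and reading. Benchmarks: DMSO neutral and TFP positive wells.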
# SIRT5 block: SIRT5 desuccinylase inhibitors, primary screen, biochemical, fluorescence imaging, single point, set 5; NAD-dependent protein deacylase sirtuin-5, mitochondrial (Homo sapiens), Q9NXA8; Purified SirT5, succinyl-peptide AMC, trypsin-coupled fluorescence; inhibition, % at 15 µM; hit rate 1.1% among 330,000; in the data active = inhibition above about 15%; inconclusive = no clear call, values can overlap the other calls
# Target sequence (Q9NXA8 whole entry, looked up): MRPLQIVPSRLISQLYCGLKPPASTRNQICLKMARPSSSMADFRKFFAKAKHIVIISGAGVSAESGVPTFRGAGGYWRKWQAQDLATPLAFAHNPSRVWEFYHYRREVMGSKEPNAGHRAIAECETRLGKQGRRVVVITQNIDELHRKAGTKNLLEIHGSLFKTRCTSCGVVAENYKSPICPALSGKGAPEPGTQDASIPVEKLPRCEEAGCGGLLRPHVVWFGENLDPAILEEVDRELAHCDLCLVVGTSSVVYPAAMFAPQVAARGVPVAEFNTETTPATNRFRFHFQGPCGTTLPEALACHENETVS
# E-selectin induc: E-selectin induction in HUVECs, primary screen, imaging, HUVEC, immunofluorescence imaging, single point. P16581. normalized: neutral wells 0, TNF-alpha wells 100. activation, % at 7.58 µM. hit rate 0.37% among 260,000. AID 686992, 2013;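 active = mean E-selectin-positive cell signal at least 10% of the positive control, reached in at least 60% of replicates, without over 20% cell loss; inconclusive = no rule given, readout overlaps actives, possibly toxicity-flagged; inactive = the rest, including those meeting only one limit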;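 note: in these data hits start at about 27%; measured in HUVEC primary endothelial cells; signal is the percent of cells scored E-selectin positive by PE staining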
#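 Test system: HUVEC | Signal: Immunofluorescence imaging | Read-out: Percent E-selectin-positive cells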
# * marks the source's active call; other numbers are inactive results; ? = inconclusive; . = not tested or not shown. Not all compounds are listed (hit frequency here may not be typical).
SMILES,C2C12 statin,PglD inh,ERp5 inh,DENV2 CPE rescue,S100A4 MyoIIA,SIRT5 block,E-selectin induc
C[C@@H]1CCCCO[C@@H](CN(C)Cc2ccc(C(=O)O)cc2)[C@H](C)CN([C@@H](C)CO)C(=O)c2cc(NC(=O)Nc3cccc4ccccc34)ccc2O1,.,6,-1,1,40,5,0.1
Cc1ccccc1-c1ccc([C@H]2[C@@H](CO)N3CCCCN(C(=O)Nc4cccc(F)c4)C[C@H]23)cc1,-90,1,-5,45*,-1,0,.
COc1cc(C(=O)N2CCN(c3cc(Cl)ccc3Cl)CC2)cc(OC)c1OC,-34,-4,-1,?,-4,3,1.0
COc1ccc(CC(=O)NC2CCSc3ccccc32)c(OC)c1 (centres undefined),20,4,-6,-2,-4,0,-0.1
COc1cc(C(=O)NCCOc2ccc(C)c(C)c2)cc(OC)c1OC,14,0,0,-5,-2,0,0.3
COCc1c(C(=O)NCC2COc3ccccc3O2)oc2ccccc12 (centres undefined),-1,-1,1,?,7,1,-0.5
CCCCN(CCCC)CC(O)Cn1c2ccccc2c(=O)c2ccccc21 (centres undefined),.,-5,-4,-3,-2,-2,3.2
c1ccc(-c2nnc(CN3CCN(C(c4ccccc4)c4ccccc4)CC3)o2)cc1,13,0,4,8,6,1,2.3
COc1ccccc1-c1cnc(C(O)c2ccc(CN3CCCCC3)cc2)[nH]1 (centres undefined),-11,4,1,2,-6,8,0.0
OC(c1ccccc1)c1ncc(-c2ccc(Oc3ccccc3)cc2)[nH]1 (centres undefined),-5,1,0,-1,-6,-7,1.0
O=C(Nc1cccn2ncnc12)c1cccc(C(F)(F)F)c1,-1,5,5,12,3,-1,.
Nc1nc(SCC(=O)NCc2ccccc2)n[nH]1,1,-1,3,.,-1,-4,.
C[C@H]1CN([C@@H](C)CO)C(=O)Cc2cc(NC(=O)CCCCCC(=O)Nc3ccccc3N)ccc2O[C@H]1CN(C)CC1CCCCC1,147*,1,4,-1,6,.,0.6
NC(=S)NN=C1Cc2cccc3cccc1c23,-33,-1,-5,7,-4,.,8.7
O=C(c1ccc(S(=O)(=O)N2CCCC2)cc1)N1CCN(c2ccccc2F)CC1,-1,-1,3,5,2,-1,0.1
COc1cc(OC)c(N(C)S(=O)(=O)c2cccc(C(=O)Nc3nnc(C4CC4)s3)c2)cc1Cl,2,.,-1,3,-7,1,.
Cc1noc(C)c1S(=O)(=O)Nc1ccc2c(c1)C(=O)N([C@@H](C)CO)C[C@H](C)[C@H](CN(C)S(C)(=O)=O)OCCCC[C@@H](C)O2,.,-1,0,2,1,2,-0.2
C[C@@H]1CN([C@@H](C)CO)C(=O)c2cc(NC(=O)Nc3ccccc3)ccc2O[C@@H](C)CCCCO[C@H]1CN(C)C,-21,-1,3,20,-3,-3,0.2
Cc1cccc(-c2nnc(-c3ccc4ccccc4c3)o2)c1,-7,-2,-1,4,-2,.,-0.3
COc1ccc(C#Cc2ccc3c(c2)O[C@H](CN(C)C(=O)Nc2cccc(OC)c2)[C@@H](C)CN([C@H](C)CO)S3(=O)=O)cc1,?,3,-5,-7,-5,17*,0.3
CC1(C)C2CC[C@]3(C)C(CC=C4[C@@H]5C[C@@](C)(CO)CC[C@]5(C(=O)O)CC[C@]43C)[C@@]2(C)CC[C@@H]1O (some centres undefined),-5,5,10,-6,-3,.,.
O=C1CNC[C@@H]2[C@H](c3ccc(C#CC4CCCC4)cc3)[C@@H](CO)N12,.,.,2,8,-7,0,0.1
C[C@@H]1CN([C@H](C)CO)S(=O)(=O)c2ccc(-c3cncnc3)cc2O[C@@H]1CN(C)C(=O)C1CCC1,4,2,-1,-10,14,2,0.3
CCOc1ccccc1C(=O)OCC(=O)NCCc1ccc(OC)cc1,8,5,-2,-10,1,-6,-0.2
Cc1ccc(NS(=O)(=O)Cc2ccccc2)nc1,.,.,-1,3,1,-16,0.2
O=C(Nc1ccccc1F)N1C[C@H]2[C@@H](c3ccccc31)[C@H](CO)N2C(=O)c1ccccc1F,0,2,5,-9,-9,1,0.0
CC(C)NC(=O)N1Cc2cc(C(=O)NC3CCC3)nc(-c3cccc(-c4cncnc4)c3)c2[C@@H]1CCO,.,.,0,6,4,.,0.3
COc1ccc(C(=O)CN2C(=O)COc3ccccc32)cc1,.,.,3,-1,-9,-1,-0.9
Cc1ccc(NC(=O)C2CCN(S(=O)(=O)c3ccc4c(c3)C(C)(C)C(=O)N4C)CC2)c(C)c1,3,4,3,7,5,2,3.8
C[C@H]1CN([C@@H](C)CO)C(=O)c2cc(C3=CCCC3)cnc2O[C@@H]1CN(C)C(=O)C1CCOCC1,8,-1,-5,3,10,8,-0.3
Cn1c(=NC(=O)CS(=O)(=O)c2ccccc2)sc2cc(F)ccc21,-4,-1,2,?,0,.,0.5
C=CCn1c(SCC(=O)NCc2ccc3c(c2)OCO3)nnc1C1COc2ccccc2O1 (centres undefined),7,-7,-5,.,0,4,.
CCOC(=O)N1CCN(C(=O)c2cc3ccccc3o2)CC1,-2,3,-1,5,2,1,.
Cc1ccc(C(=O)CC(SCC(=O)O)c2ccc([N+](=O)[O-])cc2)cc1 (centres undefined),.,.,4,-2,-7,-3,-1.2
O=C(O)CN1C(=O)/C(=C\c2cccc(OCc3ccc(F)cc3)c2)SC1=S,2,0,3,-5,2,1,-0.2
O=C(C[C@@H]1C[C@@H]2c3cc(NC(=O)c4cccnc4)ccc3O[C@@H]2[C@H](CO)O1)NCC(F)(F)F,1,4,1,-1,7,-3,0.6

# Reprinted from the part before: 2 compounds; new compounds follow.
SMILES,C2C12 statin,PglD inh,ERp5 inh,DENV2 CPE rescue,S100A4 MyoIIA,SIRT5 block,E-selectin induc
O=C(O)CN1C(=O)/C(=C\c2cccc(OCc3ccc(F)cc3)c2)SC1=S,2,0,3,-5,2,1,-0.2
O=C(C[C@@H]1C[C@@H]2c3cc(NC(=O)c4cccnc4)ccc3O[C@@H]2[C@H](CO)O1)NCC(F)(F)F,1,4,1,-1,7,-3,0.6
Cc1nc([N+](=O)[O-])cn1CCCCN1C(=O)c2ccccc2C1=O,-1,-6,5,-4,-2,.,.
CC1(C(=O)NS(=O)(=O)c2ccccc2C(F)(F)F)CCN1C(=O)CCc1ccccc1 (centres undefined),3,-2,3,49*,5,2,-0.1
CC(C)N(CC(N)=O)C(=O)c1sc2cc(F)ccc2c1Cl,.,.,-1,5,-18,-4,3.3
COc1ccncc1-c1ccccc1C1=CC(=O)CC(C)(C)C1=O,7,0,4,-8,0,-19,0.0
COc1ccc(NC(=S)Nc2ccccc2SC)c(OC)c1,.,.,1,-5,1,-1,0.0
CCCNC(=O)C[C@H]1C[C@H]2c3cc(NC(=O)c4ccc5c(c4)OCO5)ccc3O[C@H]2[C@@H](CO)O1,0,-6,.,-6,.,.,0.2
COc1ccc(C2SCC(=O)N2Cc2ccccc2)cc1 (centres undefined),1,3,0,2,3,-7,0.7
C#CC1(O)CCC2C3CCC4=Cc5oncc5CC4(C)C3CCC21C (centres undefined),4,1,1,-11,-2,3,-0.5
O=C1CCC2S/C(=C/Nc3ccc(C(F)(F)F)cc3)C(=O)N12 (centres undefined),9,.,-7,13,2,0,.
Cc1noc(C)c1S(=O)(=O)Nc1ccc(C(C)C)cc1,8,-1,-1,5,-24,0,.
COc1cccc(OC)c1OCCCOc1ccc([N+](=O)[O-])cc1Cl,.,5,-1,0,-4,-7,-2.8
CCCN1[C@H](C(=O)N[C@@H](C)c2ccccc2)[C@@H](CO)[C@@H]2Cn3c(cccc3=O)[C@@H]21,.,.,-2,-5,-8,1,-0.3
C[C@@H](NC(=O)C[C@@H]1C[C@H]2c3cc(NC(=O)C4CCOCC4)ccc3O[C@H]2[C@H](CO)O1)c1ccccc1,6,-1,-2,1,5,-5,0.0
S=C1Nc2ccccc2CS1,.,-3,4,-1,0,1,-0.1
CC(=O)Nc1c([N+](=O)[O-])cc2[nH]c(=O)[nH]c2c1[N+](=O)[O-],3,.,-2,0,2,3,.
Cc1ccc(OCCCc2c(C)n[nH]c2C)cc1,.,.,6,-7,-3,1,-0.1
CS(=O)(=O)c1ccccc1C(=O)N1CCN(S(=O)(=O)c2ccc(C3CCCCC3)cc2)CC1,-22,6,-6,-13,-5,1,0.2
O=C(NCCc1ccccc1)[C@@H]1[C@@H](CO)[C@@H]2Cn3c(cccc3=O)[C@H]1N2CC1CC1,-2,3,-1,-10,-1,11,-0.1
CCOc1ccc(NC(=O)CC2C(=O)NCCN2C(=O)c2ccc(Cl)cc2)cc1 (centres undefined),.,.,11,.,-9,-3,.
Cc1c(C(=O)Nc2nccs2)oc2ccccc12,20,2,0,-7,-1,-1,.
OC[C@@H]1CN(Cc2ccc(F)cc2)C[C@H](n2cnc3c(N4CCOCC4)ncnc32)O1,2,-1,1,1,-7,.,-0.1
C[C@@H]1CN([C@@H](C)CO)C(=O)c2cc(NC(=O)CCCN(C)C)ccc2O[C@@H](C)CCCCO[C@H]1CN(C)Cc1ccccc1,-16,-7,-1,10,-10,-1,0.1
Cc1ccc(S(=O)(=O)N(C)C[C@@H]2Oc3ccc(NC(=O)Nc4ccccc4)cc3CC(=O)N([C@@H](C)CO)C[C@@H]2C)cc1,-63,-1,-1,7,0,0,.
COc1ccc(SC2=C[C@@]3(O)CC[C@@H](O)[C@@](Sc4ccc(OC)cc4)(C2=O)[C@H]3O)cc1,.,.,-4,-2,0,4,7.1
COc1ccc(NC(=O)N(C)C[C@H]2Oc3c(NC(=O)NC4CCCCC4)cccc3C(=O)N([C@H](C)CO)C[C@H]2C)cc1,8,-4,4,5,88*,2,0.1
Cc1ccc(NS(=O)(=O)c2ccc(-n3cccn3)cc2)c(Br)c1,9,-3,-6,3,-1,2,4.1
C[C@H](CO)N1C[C@H](C)[C@H](CN(C)CC2CC2)Oc2c(NS(=O)(=O)c3ccc(Cl)cc3)cccc2C1=O,-21,1,-1,3,2,1,0.1
CC1CCCN(c2sc(S(C)(=O)=O)nc2S(=O)(=O)c2ccc(Cl)cc2)C1 (centres undefined),-11,-6,-3,0,-6,-1,.
NNc1ccc([N+](=O)[O-])c2[nH][nH]c(=O)c12,.,-6,9,-17,-1,12,.
COCCNC(=O)C(c1ccccc1F)N(C(=O)C(=O)NC1CCCC1)C1CCCCC1 (centres undefined),.,.,3,.,3,-7,.
COc1ccc(C(=O)Nc2nncs2)cc1S(=O)(=O)N1CCOCC1,-7,-7,1,4,-2,0,.
Cc1noc(C)c1S(=O)(=O)Nc1ccc2c(c1)C(=O)N([C@H](C)CO)C[C@@H](C)[C@@H](CN(C)Cc1ccc3c(c1)OCO3)OCCCC[C@@H](C)O2,.,3,-2,4,6,2,-0.2
COCCCNC(=O)C[C@H]1C[C@@]2(C(=O)OC)C(=C[C@H](C(C)(C)C)O[C@@H]2C)N(CCC2=CCCCC2)C1=O,.,.,1,3,-8,.,0.1

# One compound at a time, as listed above:
# `COc1ccc(C(=O)Nc2nncs2)cc1S(=O)(=O)N1CCOCC1` is listed as C2C12 statin = -7; PglD inh = -7; ERp5 inh = 1; DENV2 CPE rescue = 4; S100A4 MyoIIA = -2; SIRT5 block = 0; E-selectin induc = .
# `NNc1ccc([N+](=O)[O-])c2[nH][nH]c(=O)c12` is listed as C2C12 statin = .; PglD inh = -6; ERp5 inh = 9; DENV2 CPE rescue = -17; S100A4 MyoIIA = -1; SIRT5 block = 12; E-selectin induc = .
